# Cycloheximide cs – Cycloheximide Counterscreen for Small Molecule Inhibitors of Shiga Toxin. 300,000 compounds, 12% hits. max response, %. AID 2314, 2010. cell reporter, cycloheximide protein synthesis inhibition counterscreen; in the data active means max response mostly above about 13%, no sharp cut-off; inactive means mostly below about 14%; further: read at 38.3 µM for the half of the compounds with a filed dose; 0% is about no effect
# Giardia FBPA inh – qHTS Assay for Inhibitors of Fructose-1,6-bisphosphate Aldolase from Giardia Lamblia | A8B2U2 | purified Giardia FBPA | Potency, µM (doses to about 59.6 µM), inactives show top-dose activity, negative = inhibition, most hits filed as inhibitors | 290,000 compounds, 0.71% hits | AID 2451, 2010; further: potency means the concentration at half of the fitted maximal effect; on the % scale 0 is the no-effect control and ±100 the full control effect; nearly all actives have a fitted effect of over 55% in size
# Target sequence (A8B2U2 whole entry, looked up): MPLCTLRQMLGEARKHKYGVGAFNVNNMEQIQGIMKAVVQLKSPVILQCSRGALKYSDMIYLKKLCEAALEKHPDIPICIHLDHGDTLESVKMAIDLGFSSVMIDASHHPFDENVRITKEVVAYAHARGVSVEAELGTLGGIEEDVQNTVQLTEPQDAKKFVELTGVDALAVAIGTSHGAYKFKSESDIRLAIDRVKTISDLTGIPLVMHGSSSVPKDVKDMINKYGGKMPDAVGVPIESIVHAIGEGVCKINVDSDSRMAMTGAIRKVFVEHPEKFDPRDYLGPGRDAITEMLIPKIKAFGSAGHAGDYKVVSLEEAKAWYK
#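 40 nM FBPA preincubated 10 min at RT with compound (up to 57.5 uM final), then substrate plus GAPDH/TPI/NAD/arsenate coupling and diaphorase/resazurin added. Fluorescence read after 20 min at RT, 525/598 nm.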
# Shiga toxin inh – A qHTS for Small Molecule Inhibitors of Shiga Toxin; inhibition, % at 38.7 µM; Vero cells, Shiga toxin protein synthesis inhibition reporter; 290,000 compounds, 9.2% hits; AID 2315, 2010; in the data active means inhibition mostly above about 28%, no sharp cut-off; inactive means mostly below about 43%; further: 0% is about no effect
# HCV inh – qHTS Assay for Inhibitors of Hepatitis C Virus (HCV). Huh7.5.1 HCVcc-Cre infection, luciferase reporter, 44 h. Potency, µM (highest dose often 41.8 µM), without a hit: top-dose activity change, negative = inhibition, usual class: inhibitors. 340,000 compounds, 3.4% hits. AID 651820, 2012; further: potency means the concentration at half of the fitted maximal effect; on the % scale 0 is the no-effect control and ±100 the full control effect
#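 Whole-lifecycle infectious HCVcc-Cre system; cells 1,000/well, compound then virus (~0.5 moi) added 4 h after plating, 44 h culture. Luciferase read 15 sec following 15 min substrate incubation, room temp.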
# Pf growth 96h – Primary qHTS for delayed death inhibitors of the malarial parasite plastid, 96 hour incubation; P. falciparum luciferase reporter growth, 96 h; Potency, µM (titrated, usually from 28.7 µM), without a hit: top-dose activity change, negative = inhibition, actives largely listed as inhibitors; 320,000 compounds, 6.9% hits; AID 504834, 2011; further: potency means the concentration at half of the fitted maximal effect; on the % scale 0 is the no-effect control and ±100 the full control effect
#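 P. falciparum expressing integrated firefly luciferase grown in erythrocytes (2% hematocrit, 0.05% parasitemia final) with compounds for 96 hours at 37 C, 5% CO2. Growth inhibition read as loss of luminescence after adding luciferase detection reagent.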
# Pf growth 48h – Primary qHTS for delayed death inhibitors of the malarial parasite plastid, 48 hour incubation; P. falciparum luciferase growth in erythrocytes, 48 h; Potency, µM (highest dose often 28.7 µM), inactives show at the highest dose activity change, negative = inhibition, hits mostly inhibitors; 310,000 compounds, 5.9% hits; further: potency means the concentration at half of the fitted maximal effect; on the % scale 0 is the no-effect control and ±100 the full control effect
#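 First compound was added to culture medium, then infected red cells at 0.1% parasitemia and 2% hematocrit (final). After incubation at 37 C under 5% CO2, luciferase detection reagent was dispensed and light output recorded.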
# * hit, by the source's call; ? = inconclusive; · = not tested or not shown; & = joins results of further samples; [ ] = remark or other dose. Unless noted, the call rests on the fitted dose curve; in most records, active means well fitted curve in the direction sought with a large enough effect; inconclusive means small, poorly fitted or top-dose-only effect, or another doubt; inactive means no such curve, though single readings can be large; an effect the other way counts as inactive or inconclusive.
compound | Cycloheximide cs | Giardia FBPA inh | Shiga toxin inh | HCV inh | Pf growth 96h | Pf growth 48h
COc1ccc(CCNC(=O)CSc2ccc(-c3ccncc3)nn2)cc1 | 8 | 0% | -6 | 5% | 31%[activator] | -29%
Cc1ccc(C(=O)NCC(=O)OCC(=O)Nc2ccccc2C#N)s1 | 2 | 4% | 10 | 9% | 136%[activator] | ·
Cc1nc2ncccn2c1-c1csc(Nc2ccc(N(C)C)cc2)n1 | -2 | -22% | -4 | -22% | ? | ?
COc1ccc(C(=O)N/N=C/c2cn[nH]c2-c2ccc(OC)cc2OC)cc1 | -2 | 0% | -4 | 4%[0.335 µM] | ? | 14%
COC(=O)c1ccc(NC(=O)CSc2nnc(COc3ccccc3)n2C)cc1 | 0 | -1% | -2 | 4% | 60%[activator] | 8.3µM*
CS(=O)(=O)c1ccc(Cl)c(NC(=O)CSc2nncn2-c2ccccc2)c1 | -4 | · | -5 | 11% | 0% | -25%
CC(C)=CCOc1ccc(/C=C/C(=O)c2ccc(OCC=C(C)C)cc2OCC(=O)O)cc1 | 7 | 28% | 21 | · | -17% | -12%
Cc1ccsc1C(=O)NCCc1ccco1 | · | · | · | 0% | 362%[activator] | 314%[activator]
O=C(C1CCCN1S(=O)(=O)c1ccc(Br)cc1)N1CCOCC1 (configuration not stated) | 2 | 15% | -5 | 12% | -12% | 17%
COc1ccc(Cl)cc1NC(=O)CN(C)C(=O)c1cc(=O)c2ccccc2o1 | · | · | · | -20% | ? | 12µM*
COc1nc(N=C(N)N)nc2c(C)cccc12 | -4 | 0% | 13 | ? | ? | 1.7µM*
O=C(Nc1ccc(S(=O)(=O)Nc2ccccn2)cc1)C(F)(F)F | 13 | 5% | 14 | 6% | 22% | 13%
COc1cc([N+](=O)[O-])ccc1NC(=O)COC(=O)C=C(C)C | 0 | -6% | -3 | -2% | 21% | 26%
Oc1[nH]c2ccc(Br)cc2c1N=Nc1nn[nH]n1 | 2 | 16µM* | 2 | 13% | 4% | 2%
Cc1cc(C)cc(N(C(=O)c2csnn2)C(C(=O)NC2CCCC2)c2ccccn2)c1 (configuration not stated) | 1 | 1% | -16 | 28% | -1% | 4%
CCn1c(SCC(=O)Nc2nccs2)nnc1-c1ccccn1 | 9 | · | -31 | 14% | ? | 5%
COC(=O)C1=C(c2ccc(OC)c(OC)c2)C[C@@H]2CC[C@H]1N2C(=O)NCc1ccc(F)cc1 | · | · | · | -7% | ? | -53%
CC(C)CC(=O)c1c[nH]c(C(=O)N2CCN(Cc3ccccc3)CC2)c1 | -3 | 1% | -11 | 12% | ? | 389%[activator]
CC(=O)c1ccc(S(=O)(=O)NCCCC(=O)N(C)Cc2ccc3c(c2)OCO3)cc1 | · | · | · | 2% | ? | ?
COc1ccccc1C1NC(=O)NC(C)=C1C(=O)OC1CCCCC1 (configuration not stated) | 4 | 9% | -10 | 15% | 16% | -4%

# Given field by field: part of the list above
> COC(=O)c1ccc(NC(=O)CSc2nnc(COc3ccccc3)n2C)cc1
  Cycloheximide cs = 0	Giardia FBPA inh = -1%	Shiga toxin inh = -2	HCV inh = 4%	Pf growth 96h = 60%[activator]	Pf growth 48h = 8.3µM*

> CS(=O)(=O)c1ccc(Cl)c(NC(=O)CSc2nncn2-c2ccccc2)c1
  Cycloheximide cs = -4	Giardia FBPA inh = ·	Shiga toxin inh = -5	HCV inh = 11%	Pf growth 96h = 0%	Pf growth 48h = -25%

# Further structures.
compound | Cycloheximide cs | Giardia FBPA inh | Shiga toxin inh | HCV inh | Pf growth 96h | Pf growth 48h
Cc1ccc(NC(=O)Cn2ncc3ccccc32)c(Cl)c1 | 52* | 7% | 55* | -11% | 15% | -7%
O=C(CC(c1ccccc1)c1cc(Br)ccc1O)NCc1ccco1 (configuration not stated) | -3 | -5% | -8 | ? | 3% | -20%
CN(C)/C=N/C(=S)Nc1ccc(Cl)cc1 | 35* | -1% | 65* | 3% | -18% | 11%
CCCCN(C(=O)c1cc2c(s1)CCC2)c1c(N)n(CCC)c(=O)[nH]c1=O | · | · | · | 4% | 25% | 4%
COc1ccc(C(CC(=O)NCc2ccccc2)Sc2n[nH]c(-c3ccc(Cl)cc3)n2)cc1 (configuration not stated) | -1 | -2% | 14 | -2% | 13% | -8%
COC(=O)c1c(NC(=O)C2(C)Cc3ccccc3C(=O)O2)sc2c1CCCC2 (configuration not stated) | -2 | -3% | -6 | ? | ? | ?
COc1nccnc1NS(=O)(=O)c1ccc(NCc2ccccc2O)cc1 | -2 | 4% | -10 | -3% | -18% | 8%
COc1cc(/C=N/NC(=S)NC2CC3CC2C2C=CCC32)ccc1O (configuration not stated) | 34* | -9% | 89 | ? | ? | 8.3µM*
O=C(Nc1cccc(-c2ccc(N3CCCCC3)nn2)c1)C(F)(F)F | -14 | 3% | -16 | -13% | -24% | ?
CC(=O)N1CCCc2cc(S(=O)(=O)N3CCCC(C(=O)NCc4ccccc4)C3)ccc21 (configuration not stated) | 3 | -4% | -8 | -14% | ? | 0%
COc1ccc(-c2nc(CSCC(=O)NCCCN3CCCC3=O)c(C)o2)cc1OC | -3 | -2% | -8 | 10% | 10% | 9%
COc1ccc(NC2CCCN(C(=O)c3cccnc3SC)C2)cc1OC (configuration not stated) | 3 | · | 8 | 7% | -27% | ?
Nc1ccccc1C(=O)NNc1ncc(C(F)(F)F)cc1Cl | 1 | 7% | -4 | 15% | ? | -11%
CCOC(=O)CN1N=C(/C=C/c2ccc(OCC)cc2)CCC1=O | 30* | -3% | 34 | 21% | ? | 54%[activator]
COc1ccc(OCCSc2nnc(C(C)NC(=O)c3ccccc3F)n2C)cc1 (configuration not stated) | -4 | 1% | -6 | 3% | 4% | -8%
C=CCOc1c(Cl)cc(CNc2ccc3[nH]c(=O)[nH]c3c2)cc1OC | -3 | -25% | 16 | ? | 2% | -2%
COc1cc(/C=C(\C#N)C(=O)NC(C)C)cc(Cl)c1O | -2 | -15% | -5 | ? | -5% | 0%
O=C(c1ccc(F)cc1F)N1CCN(c2ncccn2)CC1 | -2 | 2% | -21 | 18% | 123%[activator] | 36%[activator]
CCN(CC(=O)Nc1ccc(Br)c(C)c1)CC(=O)NC(C)C | 13 | 5% | 16 | -15% | 24% | -1%
CC(C)(C)Cc1nnc(NC(=O)CSc2ccccc2)s1 | 13* | 10% | 14 | 6% | ? | 14%

# Complete entries as entered above. Order of screens: Cycloheximide cs | Giardia FBPA inh | Shiga toxin inh | HCV inh | Pf growth 96h | Pf growth 48h
# CC(C)(C)Cc1nnc(NC(=O)CSc2ccccc2)s1 reads 13* | 10% | 14 | 6% | ? | 14%
# Nc1ccccc1C(=O)NNc1ncc(C(F)(F)F)cc1Cl reads 1 | 7% | -4 | 15% | ? | -11%
# O=C(Nc1cccc(-c2ccc(N3CCCCC3)nn2)c1)C(F)(F)F reads -14 | 3% | -16 | -13% | -24% | ?
# COc1ccc(NC2CCCN(C(=O)c3cccnc3SC)C2)cc1OC (configuration not stated) reads 3 | · | 8 | 7% | -27% | ?
# COc1ccc(C(CC(=O)NCc2ccccc2)Sc2n[nH]c(-c3ccc(Cl)cc3)n2)cc1 (configuration not stated) reads -1 | -2% | 14 | -2% | 13% | -8%

# More results follow.
compound | Cycloheximide cs | Giardia FBPA inh | Shiga toxin inh | HCV inh | Pf growth 96h | Pf growth 48h
COc1ccccc1CN1C(=NC(=O)CCC2CCCC2)SC2CS(=O)(=O)CC21 (configuration not stated) | -2 | · | -4 | 2% | ? | ?
C[C@@H]1C=C(C(=O)O)O[C@H](OCc2ccc(CO)cc2)C1 | -1 | -6% | -8 | 15% | 31%[activator] | 0%
C=CCn1c(SCC(=O)N2CCCCCC2)nc2ccccc2c1=O | -5 | -5% | 0 | -19% | ? | ?
CN(Cc1ccccc1)C(=O)Cn1c(=O)c2cccn2c2cccnc21 | -3 | · | -7 | -26% | ? | 0%
CC(=O)N1c2ccc(S(=O)(=O)N3CCCC3)cc2CC1C(=O)NCc1cccc(F)c1 (configuration not stated) | -2 | · | 3 | 0% | -20% | -6%
O=C(CCCc1ccccc1)NCCN1CCOCC1 | -3 | 8% | -1 | 20% | 23% | 21%
CCn1c(CNC(=O)Cc2ccc(OC)cc2)nnc1SCC(=O)NC1CCCCC1 | -1 | 2% | 1 | 1% | ? | ·
C=CCOC(=O)C1=C(C)NC(=S)NC1c1cccs1 (configuration not stated) | 6 | -29% | -3 | ? | ? | -13%
CNC(=S)NNC(=O)Cc1ccc(OC)cc1 | -2 | -13% | -3 | 1% | 31% | ?
Cc1ccc(NC(=O)c2noc(C(C)C)c2[N+](=O)[O-])cc1 | 55* | -10% | 78* | 10% | ? | ?
O=S(=O)(NCc1csc(-c2cccnc2)n1)c1ccc2c(c1)OCCO2 | -4 | 3% | -5 | -5% | 2.9µM* | -3%
O=C(Nc1cccc(-c2csc(Nc3cccc(C(F)(F)F)c3)n2)c1)c1cc([N+](=O)[O-])cc(C(F)(F)F)c1 | -2 | 0% | -3 | ? | ? | ?
CC1CCCCN1C(=O)CNCC1CCCO1 (configuration not stated) | -2 | -1% | 2 | 11% | 69%[activator] | ?
CCn1c(NN=O)nc2ccccc21 | -3 | -18% | 4 | 6.3µM* | 78%[activator] | -11%
Cc1cnc(NC(=O)CSc2nnc(COc3c(C)cccc3C)o2)s1 | -6 | 2% | -8 | -4%&9% | ? | -26%
COP1(=O)C[C@@H](O)[C@@H](O)[C@@H](COCc2ccccc2)O1 (some centres not stated) | -5 | 11% | 18 | -6% | 31%[activator] | -1%
CNC(=O)COc1ccc2oc3c(c2c1)CCCC3 | 9 | -3% | 19 | 2% | 24% | 17%
CCn1c2ccc(C)cc2c2nnc(SCCN3CCCCC3)nc21 | -1 | 1% | -7 | ? | -27% | 63%[activator]
Cc1cc(C)n(C(=O)c2ccc([N+](=O)[O-])cc2Cl)n1 | 4 | 1% | · | 16% | 42%[activator] | -3%
Cc1cc(=O)[nH]c(S/C=C/c2ccccc2)n1 | 28* | -9% | 58* | 7% | 2% | 56%[activator]

# The list goes on:
compound | Cycloheximide cs | Giardia FBPA inh | Shiga toxin inh | HCV inh | Pf growth 96h | Pf growth 48h
Cc1noc2ncnc(Sc3c(Cl)cccc3Cl)c12 | -1 | 2% | -16 | ? | 2.3µM* | ·
CC1CC(C)CN(S(=O)(=O)CC23CCC(CC2=O)C3(C)C)C1 (configuration not stated) | 4 | -6% | -13 | -3% | ? | -26%
COc1ccc(S(=O)(=O)/N=C2\C=C(Nc3ccc(O)cc3)C(=O)c3ccccc32)cc1 | 10 | ? | 13 | 5.6µM* | 18% | 0.93µM*
O=C(COC(=O)c1ccc(Cl)nc1)NNC(=O)c1ccc(Br)cc1 | · | · | · | 2% | -23% | -15%
O=C(O)COn1c(-c2ccccc2)nc2ccc(Cl)cc21 | 22* | -17% | 40 | 16% | 32%[activator] | 1%
COc1ccc(CN2CCN(c3ncccn3)CC2)c(OC)c1 | -2 | -25% | -8 | -3% | -1% | 9%
Nc1nc(Cl)cc(Oc2ccc(Cl)cc2)n1 | 16 | 3% | 7 | 10% | 137%[activator] | 38%[activator]

# An unsorted share of the library (roughly 24% active in at least one column).
